# Screens from PubChem BioAssay.
# LDHA block – blocks human lactate dehydrogenase A; P00338; purified LDHA, NADH/diaphorase-resazurin fluorescence; stronger effect = lower value; activity change, % (values are at about 110 or 230 µM); 480,000 compounds, 0.15% hits; AID 1347041; in the data active means activity change below about -30%; inconclusive means mostly about -25% to -30%;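 further: plate controls were DMSO wells for no effect and wells without enzyme for full effect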
#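 Human LDH5 (2 nM) was incubated with 0.06 mM NADH and 0.2 mM pyruvate for 5 min at room temperature in Tris pH 7.4. Remaining NADH was coupled through diaphorase/resazurin, and resorufin fluorescence was read at 0 and 20 min.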
# Vif-APOBEC3G blk – blocks the Vif interaction with human APOBEC3G | Q9HC16 | 410,000 compounds, 0.076% hits | Potency, µM (titrated, usually from 46.1 µM), for the others: at the top dose activity, negative = active, most hits filed as inhibitors | HeLa A3G-eYFP + Vif (tagged APOBEC3G with the HIV-1 protein that degrades it), YFP fluorescence, overnight | AID 602310;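 further: potency means the concentration at half of the fitted maximal effect; on the % scale 0 is the no-effect control and ±100 the full control effect; nearly all actives have a fitted effect of over 60% in size; hits raise eYFP signal because A3G escapes Vif-driven loss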
# Target sequence (Q9HC16 whole entry, looked up): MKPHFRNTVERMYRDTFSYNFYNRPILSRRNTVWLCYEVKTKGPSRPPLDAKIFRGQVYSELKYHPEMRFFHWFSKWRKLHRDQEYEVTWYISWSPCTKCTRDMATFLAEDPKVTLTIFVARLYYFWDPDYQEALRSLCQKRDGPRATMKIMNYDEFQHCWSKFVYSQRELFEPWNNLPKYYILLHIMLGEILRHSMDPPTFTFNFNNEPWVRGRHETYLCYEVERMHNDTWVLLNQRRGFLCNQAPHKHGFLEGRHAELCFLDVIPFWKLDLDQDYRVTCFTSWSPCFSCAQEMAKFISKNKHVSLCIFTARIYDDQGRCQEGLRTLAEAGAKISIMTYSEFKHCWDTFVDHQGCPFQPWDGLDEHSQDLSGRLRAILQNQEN
#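 Read-out is eYFP fluorescence (Ex 488/Em 500-530) from Vif-expressing HeLa A3G-eYFP cells; more signal means A3G escaped Vif-mediated degradation. Cells plated overnight, compound pinned in, incubated overnight at 37 deg C.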
# GRP78 ERSR act – induces the endoplasmic reticulum stress response in human glioma cells. U87-MG GRP78 promoter luciferase reporter, 16 h. Potency, µM, for the others: top-dose activation, actives largely listed as activators. 420,000 compounds, 0.02% hits. AID 602332; further: potency means the concentration at half of the fitted maximal effect; series mostly up to about 76 µM; % of control where 0% means no effect; nearly all actives have a fitted effect of over 35% in size
#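 Stably transfected U87-MG human glioma cells carrying a GRP78-based luminescent sensor were seeded at 1000 cells/well, pin-dosed with compounds and incubated 16 h. Luciferase reagent was then added, and end-point luminescence was read after 10 min at room temperature.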
# D2 PAM – positively modulates the human D2 dopamine receptor allosterically. P14416. HEK293 T-REx D2, calcium flux, EC20 dopamine potentiation. potentiation, % at 10 µM. 340,000 compounds, 0.34% hits. AID 485347;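 active means potentiation over 3 SD above the plate norm, cut at about 30% in these data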; further: 0% is about no effect
#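 Potentiation of an EC20 dopamine calcium response measured kinetically over 180 s, after a preceding 180 s compound-only read flagging agonists. Cells: inducible Hek293 Trex D2 line, 4000/well, cultured overnight at 30 C before dye loading.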
# D1 PAM – enhances dopamine response at the human D1 receptor. P21728. HEK293 TREx D1 cells, calcium flux, dopamine EC20 potentiation. potentiation, % at 10 µM. 360,000 compounds, 0.036% hits. AID 504651; in the data active means potentiation above about 30%; further: 0% is about no effect
# D1 ag – agonists of human D1 dopamine receptor. 360,000 compounds, 1% hits. P21728. HEK293 T-REx D1 cells, calcium flux, agonist mode. activation, % at 2 µM. AID 504660; in the data active means activation above about 30%; further: 0% is about no effect
#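 Inducible HEK293 T-REx D1 cells, force-coupled to calcium signalling, were plated at 4000 cells/well with tetracycline and held overnight at 30 C. After no-wash calcium dye loading, compound-evoked calcium rise over 180 s flagged agonists.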
# D1 antag – blocks dopamine activation of the human D1 receptor | HEK293 TREx D1 cells, calcium flux, dopamine EC80; stronger effect = lower value | activity change, negative = inhibition, % at 10 µM | 360,000 compounds, 3.2% hits | AID 504652; in the data active means activity change below about -30%; further: on the % scale 0 is the no-effect control and ±100 the full control effect
#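 After overnight tetracycline induction at 30 C, force-coupled D1 HEK293 cells took up a no-wash calcium dye at room temperature. Compounds were added and monitored 180 s, and the response to EC80 dopamine was then recorded.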
# RXFP1 agonist – RXFP1 (human) receptor agonism. Q9HBX9. HEK293T-RXFP1 cAMP TR-FRET, 30 min; response scale: percent of porcine relaxin response, buffer zero. Potency, µM (highest dose often 57.5 µM), for inactives: at the highest dose activation, hits mostly activators. 370,000 compounds, 0.3% hits. AID 2676; further: potency means the concentration at half of the fitted maximal effect; on the % scale 0 is the no-effect control and ±100 the full control effect; nearly all actives have a fitted effect of over 60% in size; many of its hits are not listed in these tables
# Target sequence (Q9HBX9 whole entry, looked up): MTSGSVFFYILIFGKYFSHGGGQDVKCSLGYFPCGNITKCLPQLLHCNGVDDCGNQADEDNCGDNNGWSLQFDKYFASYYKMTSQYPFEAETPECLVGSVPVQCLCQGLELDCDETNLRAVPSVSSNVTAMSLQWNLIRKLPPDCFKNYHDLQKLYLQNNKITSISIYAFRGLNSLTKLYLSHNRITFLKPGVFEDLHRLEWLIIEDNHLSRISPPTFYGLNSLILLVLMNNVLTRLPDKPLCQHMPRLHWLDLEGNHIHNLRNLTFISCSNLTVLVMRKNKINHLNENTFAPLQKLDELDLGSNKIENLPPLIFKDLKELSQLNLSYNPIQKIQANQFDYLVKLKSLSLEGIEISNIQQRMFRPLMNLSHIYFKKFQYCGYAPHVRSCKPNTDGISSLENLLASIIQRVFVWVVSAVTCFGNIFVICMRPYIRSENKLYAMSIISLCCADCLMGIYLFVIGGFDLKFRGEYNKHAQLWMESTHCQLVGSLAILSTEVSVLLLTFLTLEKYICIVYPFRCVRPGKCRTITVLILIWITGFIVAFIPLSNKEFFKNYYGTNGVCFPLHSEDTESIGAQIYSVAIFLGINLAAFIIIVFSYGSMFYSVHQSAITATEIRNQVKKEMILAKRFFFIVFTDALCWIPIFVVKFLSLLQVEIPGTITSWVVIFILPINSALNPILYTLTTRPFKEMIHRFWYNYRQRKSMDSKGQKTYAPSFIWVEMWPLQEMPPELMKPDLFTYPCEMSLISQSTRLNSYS
#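 cAMP rise read by TR-FRET after 30 min, 37C compound exposure (up to 58 uM) in RXFP1-transfected HEK293 cells with Ro 20174 present. EC50 from Hill-equation fits, with 29 nM porcine relaxin as 100% and buffer as basal.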
# Vif-APOBEC3F blk – Vif-A3F binding inhibition. HeLa A3F-eYFP + Vif (tagged APOBEC3F with the HIV-1 protein that degrades it), YFP fluorescence increase. Potency, µM (highest dose often 46.1 µM), for the others: top-dose activity, negative = active. 390,000 compounds, 0.2% hits. AID 602313; further: potency means the concentration at half of the fitted maximal effect; % of control where 0% means no effect; nearly all actives have a fitted effect of over 65% in size
#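 Fluorescence increase (Ex 488/Em 500-530) after overnight compound treatment at 37 deg C flags inhibition of Vif-driven A3F-eYFP loss in stable HeLa A3F-eYFP/Vif cells seeded overnight beforehand.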
# Starred values were filed as active, the others as inactive; ? = inconclusive; . = not tested or not shown. Unless noted, the call rests on the fitted dose curve; in most records, active means well fitted curve in the direction sought with a large enough effect; inconclusive means small, poorly fitted or top-dose-only effect, or another doubt; inactive means no such curve, though single readings can be large; an effect the other way counts as inactive or inconclusive. These rows are one share of the data. The share of hits here may be higher or lower than overall.
SMILES,LDHA block,Vif-APOBEC3G blk,GRP78 ERSR act,D2 PAM,D1 PAM,D1 ag,D1 antag,RXFP1 agonist,Vif-APOBEC3F blk
COc1ccc2c(c1)[C@H]1[C@H](CO2)[C@H](c2ccccc2)[C@]2(C)C(=O)N[C@H](C)C(=O)N12,-1,-1%,2%,-11,0,-1,.,0.6%,4%
Cc1cccc(Oc2nc(-c3ccccc3)cc(C)c2S(C)(=O)=O)c1C,-4,-4%,-8%,-4,-2,2,.,3.5%,-13%
O=C(Nc1cccc(NC(=O)C2C3CC4OC(=O)C2C4C3)c1)c1ccccc1 (stereo not drawn),-11,-1%,5%,-4,-3,3,3,1.2%,9%
COc1cc2nc(C3CCC3)n(NC(=O)c3ccco3)c(=O)c2cc1OC,-2,0%,-1%,9,9,5,19,0.2%,-2%
CCNc1nc(NCC)nc(Oc2ccc(N)cc2)n1,-1,-1%,-2%,.,-10,1,-10,-2.5%,4%
Nc1cc(=O)[nH]c(SCC(=O)Nc2ccc(S(=O)(=O)N3CCCC3)cc2)n1,0,0%,-1%,.,.,.,.,.,6%
COc1cccc(OCC(=O)N(Cc2nc(-c3ccc(Cl)cc3)no2)C(C)C)c1,1,-4%,-5%,-2,1,9,0,-0.6%,4%
Cc1ccccc1OCC(=O)NCCN1CCCC1,-5,0%,-3%,-7,-2,2,-4,0.5%,.
COc1ccc(Cc2nc(-c3cccnc3)no2)cc1OC,2,2%,1%,-24,-2,5,-7,0.3%,1%
COc1ccc(CCN=CC2=C(O)CCCC2=O)cc1OC,1,1%,-5%,-9,0,6,8,-0.8%,-7%
CC(C)(C)NC(=O)c1ccc2c(c1)C(=O)N(Cc1ccco1)C2=O,-3,8%,-4%,10,0,1,-4,-0.3%,-6%
O=C(CN1C(=O)NC2(CCCCC2)C1=O)N1CCN(C(=O)c2cccs2)CC1,-20,0%,-2%,2,6,1,22,2.2%,6%
COc1ccc(C)cc1NC(=O)CCc1ccc(S(=O)(=O)N2CCOCC2)cc1,-2,2%,-2%,8,0,1,-4,-0.1%,-8%
CN1C(=O)CC(N2CCN(C(c3ccccc3)c3ccccc3)CC2)C1=O (stereo not drawn),-7,2%,-5%,-5,1,2,10,2.7%,-8%
COc1ccc(NC(=O)CN2C(=O)NC(C)(C3CCCCC3)C2=O)c(OC)c1 (stereo not drawn),-2,-4%,-4%,6,-9,2,-8,0.4%,3%
COc1cccc(C(=O)COC(=O)c2ccc(NC(C)=O)cc2)c1,-2,-2%,5%,-3,4,5,-19,4.3%,3%
O=C(CN1CCOCC1)N1CCN(c2nnc(-c3ccccc3)c3ccccc23)CC1,-4,0%,-2%,17,-2,3,-17,0.2%,-7%
COc1ccccc1N(C)S(=O)(=O)c1ccc(C(=O)Nc2nccs2)cc1,-1,1%,-4%,-12,-5,0,-66*,-1.0%,-5%
CCCC[n+]1ccn(-c2nc3ccccc3nc2[N-]S(=O)(=O)c2ccc(Cl)cc2)c1,-5,-1%,-1%,-9,13,6,-40*,?,-8%
O=C(O)CN(c1cccc(C(F)(F)F)c1)S(=O)(=O)c1ccccc1,-1,3%,-2%,7,1,3,9,-1.1%,13%
CC(C)(C)c1ccc(OCc2ccc(C(=O)N/N=C/c3ccc(O)c(O)c3)cc2)cc1,-11,-5%,-11%,13,1,-3,-5,-1.7%,7%
O=C1N/C(=N\N=C\c2ccccn2)SC1Cc1cccc(SC(F)F)c1 (stereo not drawn),-6,?,-4%,5,0,0,-2,1.3%,-2%
C(=NOCc1ccccc1)c1ccccn1,-13,-9%,-1%,.,.,.,.,.,4%
CS(=O)(=O)n1nc(C(=O)N2CCOCC2)nc1N,1,-2%,-1%,-8,4,1,-26,0.6%,3%
CCOc1cc(Cn2c(-c3ccc(O)c(OCC)c3)nc3ccccc32)ccc1O,7,0%,-2%,-1,3,22,.,0.1%,3%
# The listing continues.
SMILES,LDHA block,Vif-APOBEC3G blk,GRP78 ERSR act,D2 PAM,D1 PAM,D1 ag,D1 antag,RXFP1 agonist,Vif-APOBEC3F blk
COC(=O)c1ccc(C(=O)OC)c(NC(=O)c2c(-c3ccccc3)noc2C)c1,0,?,-1%,10,-2,-3,6,14%,-1%
Cc1cc2c(c(Sc3ccccc3)n1)C(=O)OC2,0,0%,-3%,9,-3,0,7,1.8%,-8%
C[C@@H]1CN([C@H](C)CO)S(=O)(=O)c2ccc(Br)cc2O[C@H]1CN(C)C(=O)Nc1ccccc1,-7,-1%,8%,.,.,.,.,.,4%
Cc1ccc(CCN2CCN=C2Nc2ccccc2)cc1,-5,4%,-2%,1,-7,12,-17,-0.6%,0%
CCc1ccc(S(=O)(=O)c2ccc(-n3nc(C)cc3N)cc2)cc1,-6,0%,-7%,-9,-6,2,-22,-0.5%,4%
COc1ccc(O)c(C(=O)c2cc(C#N)c(=O)n(-c3c(C)n(C)n(-c4ccccc4)c3=O)c2)c1,5,-1%,1%,-2,-2,0,3,3.8%,-10%
Cc1cc(OCC(=O)Nc2ccc(F)c(F)c2)nc(C(C)C)n1,3,1%,-1%,2,-4,15,-5,-0.7%,-2%
C=C(C)C1CC=C(C)/C(=N/NC(=O)COc2cccc(C)c2)C1 (stereo not drawn),-1,0%,-3%,-9,20,0,8,1.1%,2%
Cc1ccc(/C=N/NC(=O)c2nnn(-c3nonc3N)c2C(C)C)s1,2,0%,-5%,3,22,21,9,2.2%,-2%
COc1cc(C(=S)N2CCCC2)cc(OC)c1OS(=O)(=O)c1ccc(NC(C)=O)cc1,-1,-1%,-1%,-8,-2,2,-7,1.5%,-17%
C=CCn1c(SCC(=O)Nc2ccc(NC(C)=O)cc2)nc2sc(C)c(C)c2c1=O,-9,-17%,-2%,-3,-5,3,6,1.5%,0%
CCOC(=O)C1(CCOc2ccccc2)CCN(Cc2cccn2-c2cccnc2)CC1,3,1%,-5%,0,-7,7,-9,-1.8%,3%
Cc1ccc2c(CN(C)Cc3ccc(Cl)cc3)cc(=O)oc2c1,-9,0%,8%,5,0,2,7,3.2%,-14%
CCOc1ccccc1NC(=O)NC1(C(=O)N2CCN3CCCC3C2)CCCCC1 (stereo not drawn),-9,0%,-5%,-3,-3,1,8,-1.4%,.
O=S(=O)(c1cccc(F)c1)N1CCN(S(=O)(=O)c2ccc3c(c2)OCCO3)CC1,-1,.,.,.,5,1,-8,.,.
CCc1c(C)sc(NC(=O)c2cc(-c3ccc(OC)cc3)on2)c1C#N,-4,-5%,-2%,-8,-1,2,-6,2.3%,-3%
CC(=O)Nc1cc2c(cc1NC(=O)Cn1nnc(-c3ccc(C)o3)n1)OCCO2,-5,-1%,0%,5,0,1,-4,1.7%,7%
CC1CC(C)CN(S(=O)(=O)N2CCCC(C(=O)NCc3ccccc3Cl)C2)C1 (stereo not drawn),-24,-3%,2%,1,-1,3,-1,-1.1%,-3%
CCOC(=O)c1[nH]c(=O)[nH]c1CSc1nc(C)cc(C)n1,1,1%,-2%,13,-4,2,1,25%,1%
O=C(c1ccc(N2CCOCC2)c([N+](=O)[O-])c1)N1CCCC(C(F)(F)F)C1 (stereo not drawn),-5,4%,-2%,14,0,0,-13,0.5%,-5%
Cc1cccc(N(C)S(=O)(=O)c2c(C)noc2C)c1,-10,3%,-4%,5,-5,2,2,-4.3%,-7%
COC(=O)[C@H]1C[C@H](OC(=O)NC2CCCC2)[C@@]2(O)CN(S(=O)(=O)c3ccc(C)cc3)CC2[C@H]1C(=O)OC (stereo partly drawn),-5,2%,-6%,.,.,.,.,.,-5%
Cn1c2c(c(=O)n1-c1ccccc1)CSCC2,-6,0%,-2%,.,.,.,.,.,1%
BrC(=C\c1ccccc1)/C=N/n1cnnc1,0,-3%,0%,-17,-8,9,-1,0.0%,-4%
CCN(CC)CC(O)CN(c1ccccc1)S(=O)(=O)c1ccc2ccccc2c1 (stereo not drawn),-4,3%,-4%,1,-1,9,17,-0.2%,8%
# Carrying on:
SMILES,LDHA block,Vif-APOBEC3G blk,GRP78 ERSR act,D2 PAM,D1 PAM,D1 ag,D1 antag,RXFP1 agonist,Vif-APOBEC3F blk
CCOC(=O)c1c(N)nn(C(=O)c2ccccc2)c1-c1ccccc1,1,-13%,1%,9,5,3,8,0.3%,-10%
CCCCN(CC)CCCNC(=O)Cn1ncc2c3ccccc3n(C)c2c1=O,-5,0%,2%,14,-3,-1,6,0.5%,-2%
COc1ccccc1CNC(=O)CCCN1C(=O)NC2(CCCC2)C1=O,-8,3%,-5%,3,0,1,-17,0.6%,5%
CCS(=O)(=O)C1C(=O)N(C)C(S(=O)(=O)CC)C(=O)N1C (stereo not drawn),-3,-6%,-3%,.,.,.,.,.,5%
CC(C)n1nnnc1SCC(=O)Nc1cccc(F)c1,-7,-5%,-3%,2,4,0,-7,-0.7%,-11%
Cc1ccc(C(c2sc3nc(C)nn3c2O)N2CC(C)OC(C)C2)cc1 (stereo not drawn),-5,0%,-5%,8,-4,2,-3,-0.4%,-7%
CN(C(=O)c1ccc(OC2CCN(CCc3ccccc3)CC2)cc1)C1CCOC1 (stereo not drawn),-6,1%,-4%,-4,-3,1,-1,1.0%,21%
COc1cccc(NC(=O)CSc2nnc3[nH]c(=O)cc(-c4ccccc4)n23)c1,-2,7%,-2%,15,-1,2,.,12%,-1%
O=C1c2ccccc2C(=O)N1c1nc(-c2cccs2)cs1,-5,1%,-5%,5,5,1,1,-0.1%,-9%
Cc1ccc2oc(C(F)(F)C(F)F)cc(=O)c2c1,-13,0%,-3%,7,11,0,2,4.8%,-3%

# Structural class: the entries above with a tert-butyl group
SMILES,LDHA block,Vif-APOBEC3G blk,GRP78 ERSR act,D2 PAM,D1 PAM,D1 ag,D1 antag,RXFP1 agonist,Vif-APOBEC3F blk
CC(C)(C)NC(=O)c1ccc2c(c1)C(=O)N(Cc1ccco1)C2=O,-3,8%,-4%,10,0,1,-4,-0.3%,-6%
CC(C)(C)c1ccc(OCc2ccc(C(=O)N/N=C/c3ccc(O)c(O)c3)cc2)cc1,-11,-5%,-11%,13,1,-3,-5,-1.7%,7%
